Screening results: PubChem BioAssay, several laboratories
Mac1 fbg enh: CD11b/CD18-fibrinogen binding enhancement | P05107+P11215 | AID 1499 | K562 CD11b/CD18 adhesion to fibrinogen, ATPlite luminescence | hit rate 0.07% among 93,000 | activation, % at 10 µM;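 active means 10 µM primary screen giving 50% or more activity, confirmed by 40% or more on retest at that dose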; further: strong numbers were not always called active; reference of the scale not given here
MT1-MMP txn act: MT1-MMP promoter transcription activation | HT1080 MT1-MMP promoter luciferase reporter, luminescence, overnight; stronger effect = higher value | activation factor at 10 µM | hit rate 0.16% among 86,000 | AID 750;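 active means activation factor of at least 2 for MT1-MMP transcription at 10 µM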
PLAP act: activators of human placental alkaline phosphatase; P05187; AID 696; purified PLAP enzyme, luminescent substrate read-out; stronger effect = higher value; hit rate 1.2% among 96,000; activation fold at 20 µM; in the data active means activation fold above about 2
ERb SRC1 inh: ER-beta (human) coactivator binding inhibition. TR-FRET ER-beta LBD / SRC1-Cy5 peptide binding; receptor agonist-loaded with 1 µM estradiol. inhibition, % at 25.6 µM. hit rate 1.3% among 86,000. AID 633;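 active means compounds whose percent inhibition of the receptor-coactivator binding signal exceeds about 50% in the single-dose screen, limit read from the data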;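 further: 0% = receptor plus peptide wells without compound and 100% = peptide-only wells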
Target sequence (Q92731 whole entry, looked up, the tested form may be a part): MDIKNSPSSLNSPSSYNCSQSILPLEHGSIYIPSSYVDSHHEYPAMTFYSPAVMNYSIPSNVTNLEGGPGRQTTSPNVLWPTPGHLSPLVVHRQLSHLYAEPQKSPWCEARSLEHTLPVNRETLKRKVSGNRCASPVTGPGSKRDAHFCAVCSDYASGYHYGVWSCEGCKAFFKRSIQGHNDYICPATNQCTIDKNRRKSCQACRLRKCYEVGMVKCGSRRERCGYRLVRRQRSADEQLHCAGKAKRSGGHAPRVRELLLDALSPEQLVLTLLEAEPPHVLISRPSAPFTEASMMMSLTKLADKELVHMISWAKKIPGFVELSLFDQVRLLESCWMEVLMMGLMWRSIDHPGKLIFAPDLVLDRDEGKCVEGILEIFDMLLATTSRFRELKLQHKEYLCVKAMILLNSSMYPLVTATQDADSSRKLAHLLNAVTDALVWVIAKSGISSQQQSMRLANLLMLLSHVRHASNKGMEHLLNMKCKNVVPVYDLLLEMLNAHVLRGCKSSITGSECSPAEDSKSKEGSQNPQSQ
FAK blocker: FAK (human) kinase inhibition; biochemical FAK kinase activity assay; inhibition, %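 (tested at 7 µM)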; hit rate 0.84% among 97,000; in the data active means inhibition above about 19%;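 further: 0% = DMSO and 100% = reference compound high control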
ERa coact inh: ER-alpha (human) coactivator binding inhibition; AID 629; hit rate 1.7% among 86,000; inhibition, % at 25.6 µM; P03372; TR-FRET ER-alpha LBD / SRC-1 peptide, estradiol-bound; in the data active means inhibition above about 50%;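 further: 0% = receptor plus peptide control and 100% = peptide only without receptor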
Ecoli WT expand: blocks growth of wild type E. coli BW25113; OD600 absorbance; growth inhibition, % at 100 µM; hit rate 0.15% among 98,000; AID 710;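 active means growth inhibition above about 50% at one test dose, limit read from the data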;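 further: growth measured after 20 h incubation at 37 °C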
Mac1 fbg inh: CD11b/CD18-fibrinogen binding inhibition; P05107+P11215; K562 CD11b/CD18 adhesion to fibrinogen, ATPlite luminescence; Mn2+ added to activate the integrin; hit rate 0.54% among 93,000; inhibition, % at 10 µM; AID 1497;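 active means primary inhibition of 50% or more at 10 µM, then 40% or more on retest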; further: some results filed as inactive read as strong as hits
ERa SRC1 pot: enhances coactivator binding to human estrogen receptor alpha; P03372; TR-FRET ERalpha-LBD/SRC-Cy5 coactivator binding, 2 h; 100 = basal binding, no effect; coactivator binding (% of control), % at 25.6 µM; hit rate 1.3% among 86,000; AID 639; in the data active means activity above about 200%;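 further: binding measured in presence of low estradiol as agonist stimulus; 0% = peptide alone without receptor and 100% = receptor with peptide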
Active calls of the source: *; nt = not tested or not shown; [ ] = another dose, or the depositor's remark.

| item | compound | PLAP act | MT1-MMP txn act | ERb SRC1 inh | ERa SRC1 pot | FAK blocker | ERa coact inh | Mac1 fbg enh | Ecoli WT expand | Mac1 fbg inh |
| --- | --- | --- | --- | --- | --- | --- | --- | --- | --- | --- |
| 1 | C=CCn1c(SCC(=O)Nc2cc(C)on2)nc2sc(CC)cc2c1=O | 0.7 | nt | nt | nt | -0.9 | nt | -0.9 | 1.0 | 18.2 |
| 2 | N=c1n(CCN2CCCCC2)c2ccccc2n1CC(O)c1ccc(Cl)c(Cl)c1 (stereo unspecified) | 2.1* | nt | nt | nt | -1.1 | nt | -2.2 | 98.0* | 27.4 |
| 3 | COc1ccc(OC)c(Nc2cc(C(=O)NCCCN3CCOCC3)c3ccccc3n2)c1 | 1.4 | 1.1 | 13.8 | 89.9 | -3.0 | 6.1 | -4.9 | 5.0 | -13.0 |
| 4 | Cc1cccc(NC(=S)NC(=O)/C=C/c2ccco2)n1 | 1.5 | 1.6 | 12.8 | 76.5[fluorescence artefact?] | 1.7 | 2.4[fluorescence artefact?] | -2.1 | -5.0 | -5.1 |
| 5 | COc1ccc(N2CS(=O)(=O)/C(=C/N(C)C)C2=O)cc1 | 1.1 | nt | nt | nt | -0.3 | nt | -4.9 | 11.0 | 6.2 |
| 6 | N#CC(C(=O)c1ccc(S(=O)(=O)N2CCCCCC2)cc1)c1nc2ccccc2[nH]1 (stereo unspecified) | 1.9 | 1.1 | -1.4 | 93.2 | -1.6 | -6.3 | -1.1 | -3.0 | -2.0 |
| 7 | COc1ccc(CNC(=O)c2cc(-n3cnnc3)ccc2Cl)cc1 | 1 | 1.2 | -6.4 | 105.5 | -3.4 | -2.0 | -2.6 | 5.0 | -2.7 |
| 8 | O=C(CN1CCN(c2ccccc2)CC1)Nc1c(C(=O)C2CC2)oc2ccccc12 | nt | 1.1 | 1.4 | 109.1 | -0.6 | 0.0 | nt | nt | nt |
| 9 | CCN(C1CCCCC1)S(=O)(=O)c1ccc(OC)c(C)c1 | 0.9 | 1 | -2.8 | 108.5[fluorescence artefact?] | 0.6 | -0.6 | 4.3 | 5.0 | 5.6 |
| 10 | O=C1c2oc3ccccc3c(=O)c2C(c2cccnc2)N1Cc1ccco1 (stereo unspecified) | 0.9 | 1.1 | 7.5 | 94.0 | -3.0 | -6.2 | 0.3 | -7.0 | -13.2 |
| 11 | COc1cc(C(=O)N2CCN(c3ccc([N+](=O)[O-])cc3)CC2)ccc1OCc1c(C)noc1C | 1.1 | 1.3 | -2.8 | 108.3 | 2.7 | -6.7 | -0.1 | -10.0 | 4.2 |
| 12 | C=CCNC(=O)NC(=O)COC(=O)/C(C#N)=C/c1cc(C)n(CC(C)C)c1C | 1.4 | nt | 5.9 | 84.4[fluorescence artefact?] | -0.9 | -1.6 | 2.4 | 1.0 | -4.9 |
| 13 | CCOC(=O)N1CCOCCOCCN(C(=O)OCC)CCOCC1 | 1.3 | 1 | 3.0 | 113.3[fluorescence artefact?] | -1.1 | 7.0 | 0.7 | -11.0 | 15.7 |
| 14 | O=C(CCS(=O)(=O)c1cccc2nsnc12)N1CCN(c2ccccc2F)CC1 | 1.8 | 1.1 | -7.1 | 107.6 | -0.5 | -4.0 | -1.0 | 4.0 | -30.2 |
| 15 | COC(=O)c1cc(OC)c(OC)cc1NC(=S)N1CCN(c2ccccc2)CC1 | 1.4 | nt | nt | nt | 1.2 | nt | -2.3 | -17.0 | -45.2 |
| 16 | O=c1nc2n(c3c4c(sc13)CCC4)CCC2 | 1.1 | 1.1 | 2.5 | 113.5 | -1.6 | 2.3 | 0.2 | 10.0 | -3.4 |
| 17 | O=C(Nc1ccc2c(c1)OCO2)C1CC(c2c(F)cccc2Cl)=NO1 (stereo unspecified) | 0.6 | nt | 49.7[fluorescence artefact?] | 82.6[fluorescence artefact?] | -1.2 | 7.2 | -3.8 | 6.0 | -1.0 |
| 18 | O=C(c1ccco1)N1CCN(C(=O)c2cc3c(s2)-c2ccccc2OC3)CC1 | 1.4 | 1.1 | -0.8 | 102.3[fluorescence artefact?] | -3.6 | 4.9 | -0.4 | -5.0 | 14.3 |
| 19 | Nc1nc(-c2ccccc2)nn1C(=O)Cc1ccccc1 | 1 | 1.3 | -14.3 | 102.9 | 1.6 | -21.7 | -0.8 | -1.0 | -16.8 |
| 20 | O=C(c1cnn2cccnc12)N1CCN(Cc2ccc3c(c2)OCO3)CC1 | 0.8 | 1.2 | 9.0 | 122.5 | -2.0 | 6.2 | 0.7 | 6.0 | -21.1 |
| 21 | OCCN1CCOCCN(CCO)CCN(CCO)CC1 | 1.7 | 0.9 | -4.8[fluorescence artefact?] | 100.3 | -0.4 | 1.3 | -3.8 | 0.0 | 6.2 |
| 22 | Cc1ccc2c(Cl)c(C(=O)NCCCn3ccnc3)sc2c1 | nt | 1.3 | -10.4[fluorescence artefact?] | 96.4 | -1.0 | -6.0 | nt | 15.0 | nt |
| 23 | COC(=O)c1ccccc1NC(=O)c1ccc(-c2cccc(Cl)c2)o1 | 0.9 | 1 | 14.8 | 128.0 | 0.0 | 40.9[fluorescence artefact?] | 0.7 | -12.0 | 2.8 |
| 24 | COc1ccc(-n2c(SCC(=O)Nc3cc(C)on3)nc3c(c2=O)SCC3)cc1 | nt | 1.1 | -1.4 | 109.0[fluorescence artefact?] | 3.0 | -10.6 | nt | -3.0 | nt |
| 25 | CC(=O)Oc1c(S(=O)(=O)c2ccc(C)cc2)c(C)nn1C(C)(C)C | 1.2 | 1 | -4.8 | 108.2[fluorescence artefact?] | 3.2 | -3.5 | nt | -1.0 | nt |
| 26 | CCCn1nnc(NC(=O)c2ccc(Br)o2)n1 | 0.8 | nt | 3.5 | 115.3 | -1.7 | -4.7 | -0.2 | 8.0 | 13.7 |
| 27 | CC(=O)N1CCc2cc(S(=O)(=O)NC(CC(C)C)C(=O)Nc3ccc4c(c3)OCCO4)ccc21 (stereo unspecified) | 0.9 | 1.1 | 9.9 | 111.0 | nt | 3.3 | -0.2 | 8.0 | -18.4 |
| 28 | Cc1noc(C)c1S(=O)(=O)NC1CCN(Cc2ccccc2)CC1 | 1.5 | 1.1 | 10.3[fluorescence artefact?] | 92.6 | nt | -9.1 | -4.4 | 11.0 | -3.1 |
| 29 | Cc1cc(C(F)(F)F)nn1CC(=O)N1CCCCC1C (stereo unspecified) | 1 | 1.1 | 0.8 | 108.7 | -1.1 | 8.8 | -5.9 | 3.0 | 0.5 |
| 30 | CCC(=O)Nc1nc2c(OC)ccc(OC)c2s1 | 0.8 | 1.2 | -12.7 | 93.8 | 7.3 | -2.4 | 4.1 | -2.0 | 5.9 |
| 31 | CCC(=O)NC(C)C(c1cccs1)N1CCN(c2ccccc2)CC1 (stereo unspecified) | nt | 1.1 | -7.0 | 111.1 | -1.8 | -3.3 | nt | nt | nt |
| 32 | COc1ccc(C(=O)COC(=O)CCN=C2NS(=O)(=O)c3ccccc32)cc1OC | 1.1 | 1.1 | 1.4 | 112.2 | 8.0 | -5.0[fluorescence artefact?] | -0.6 | 3.0 | 2.1 |
| 33 | COCCn1c(N2CCN(c3ccc(OC)cc3)CC2)nc2c1c(=O)n(C)c(=O)n2C | 1.7 | 1 | -3.0 | 131.2 | 2.1 | 1.1 | -3.7 | 0.0 | 6.9 |
| 34 | Cc1cccnc1NC(=O)Nc1cccs1 | 0.8 | 1.2 | -7.6 | 102.8 | -0.2 | -7.8 | -1.0 | -2.0 | -2.4 |
| 35 | O=C1c2[nH]nc(-c3ccccc3O)c2C(c2cccc(Cl)c2)N1Cc1ccco1 (stereo unspecified) | 1.2 | 1.3 | 13.1 | 27.5 | 1.0 | 20.1 | -5.4 | -3.0 | 64.1 |
| 36 | CCOc1ccc(C(=O)Nc2cccc(C)n2)cc1 | 0.9 | 0.4 | -1.0 | 110.4 | nt | 0.6 | 2.9 | 0.0 | 37.1 |
| 37 | O=C(CSc1cn(CCNC(=O)c2ccccc2)c2ccccc12)NCc1ccco1 | 1.5 | 1.1 | 14.0 | 92.5[fluorescence artefact?] | 3.1 | 6.7 | 0.4 | -9.0 | 4.8 |
| 38 | Cc1nc2cc(C(F)(F)F)ccc2n1C1CCN(C(=O)N2CCOCC2)CC1 | 1.8 | 1.1 | -18.0[fluorescence artefact?] | 135.3 | -3.2 | -2.5 | 0.4 | 6.0 | 5.8 |
| 39 | CCc1nc(Nc2ccncc2)c2oc3ccccc3c2n1 | 0.8 | 0.8 | -3.3 | 112.6 | 14.6 | -0.1 | -3.8 | -1.0 | 7.7 |
| 40 | CCOc1ccc(OCC)c(NC(=O)C2CCN(S(=O)(=O)c3cccc4nonc34)CC2)c1 | 0.9 | nt | -11.9 | 153.2 | 1.5 | -6.8 | -0.8 | -6.0 | -12.4 |
| 41 | Cc1cc(C)n(-c2ccc(C(=O)OCC(=O)Nc3ccc(Cl)c(S(=O)(=O)N(C)C)c3)cc2)n1 | 1.4 | 1.2 | 0.0 | 104.1 | 2.4 | -4.8 | 5.0 | -5.0 | -5.5 |
| 42 | CCN1C(=O)CC(Sc2ccccc2N)C1=O (stereo unspecified) | 1.1 | 1.2 | -1.2 | 107.0 | -2.3 | -9.3 | -3.6 | 6.0 | 6.6 |
| 43 | O=C(c1ccco1)N1CCN(C(=O)c2ccc(Cn3cc(Br)cn3)o2)CC1 | 1.1 | 1.2 | 0.6 | 105.1 | 1.1 | 2.4 | -4.5 | -4.0 | 5.8 |
| 44 | CCC(C)(NC(=O)c1ccc(=O)[nH]c1)C(=O)NC1CCCC1 (stereo unspecified) | 1 | 1.1 | -8.1 | 110.6[fluorescence artefact?] | 0.4 | 4.8[fluorescence artefact?] | 0.0 | -3.0 | -6.8 |
| 45 | Cc1oc(-c2ccccc2F)nc1CS(=O)(=O)CC(=O)NCCCN1CCc2ccccc2C1 | 1.3 | 1.1 | -3.6 | 107.9 | -5.4 | 18.7 | 4.4 | -1.0 | 3.0 |
| 46 | O=C(CNS(=O)(=O)c1ccc(Br)cc1)N1CCN(c2ccc(F)cc2)CC1 | nt | 1.1 | 2.6 | 121.1 | 0.7 | 5.3 | nt | nt | nt |
| 47 | CCOC(=O)Cc1csc(NC(=O)CSc2nnc(-c3ccc(F)cc3)o2)n1 | 0.9 | 1.2 | -9.3 | 152.7 | 2.7 | 3.0 | -0.8 | 1.0 | -7.3 |
| 48 | CC(C)(C)c1nc(SCC(=O)NCc2ccco2)c2ccccc2n1 | 1.4 | 1.1 | nt | nt | 37.6* | nt | -5.0 | -7.0 | -2.8 |
| 49 | Cc1ccccc1C(=O)Nc1ccccc1C(=O)N/N=C\c1ccco1 | 1.6 | nt | nt | nt | 2.1 | nt | -2.5 | -4.0 | -10.2 |
| 50 | COc1ccc(C(=O)Nc2cccc(-c3nc4ncccc4o3)c2C)cc1 | 0.9 | 1.2 | -6.0 | 98.7 | -0.3 | -2.7 | -3.7 | -6.0 | -6.7 |
| 51 | Clc1ccc(-c2nn3c(-c4cccc(Cl)c4)nnc3s2)cc1 | 0.9 | 1.1 | 16.4 | 130.9 | nt | 31.3 | -1.3 | nt | 1.7 |
| 52 | Cc1cc(NC(=O)CCC(=O)N(Cc2ccco2)C(C(=O)NC2CCCC2)c2ccccc2C)no1 (stereo unspecified) | nt | 0.9 | 8.1 | 98.9 | 3.1 | -16.1 | nt | nt | nt |
